S1P3 antag = blocks the human S1P3 receptor | Q99500 | CHO S1P3 NFAT-BLA reporter, FRET fluorescence, antagonist mode | inhibition, % at 4.98 µM | actives 0.27% (n = 170,000);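 active means inhibition above the plate cutoff, the mean inhibition of test wells on that plate plus 3 SD, cut at about 28% in these data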;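 further: cells challenged with S1P at its EC80 of 0.8 µM; blue over green emission ratio from cleaved BLA substrate after 4 h stimulation; 0% = S1P-stimulated wells and 100% = unstimulated DMSO-only wells; some compounds past the cut are filed as inactive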
Target sequence (Q99500 whole entry, looked up): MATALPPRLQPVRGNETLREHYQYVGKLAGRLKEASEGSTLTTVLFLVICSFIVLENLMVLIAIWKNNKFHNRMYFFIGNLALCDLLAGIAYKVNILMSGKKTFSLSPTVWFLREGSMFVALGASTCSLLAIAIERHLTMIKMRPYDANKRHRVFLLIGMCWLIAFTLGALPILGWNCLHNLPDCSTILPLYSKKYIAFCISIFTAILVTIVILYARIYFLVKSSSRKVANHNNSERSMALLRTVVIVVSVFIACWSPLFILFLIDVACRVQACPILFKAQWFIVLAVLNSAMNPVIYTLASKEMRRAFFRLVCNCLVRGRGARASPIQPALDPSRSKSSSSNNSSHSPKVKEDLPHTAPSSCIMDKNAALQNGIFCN
An asterisk follows results filed as active. A portion of the library (hit frequency here may not be typical).

item	S1P3 antag	mol
1	1	Cc1cc(C)n(-c2nc(SCC(=O)O)c3c4c(sc3n2)COC(C)(C)C4)n1
2	3	N#CC(c1ccccc1O)N1N=C(c2ccccc2)CC1c1ccccc1 (stereo not given)
3	-12	CN1CCN(c2ccc(CNS(=O)(=O)c3ccsc3)cc2)CC1
4	6	Cc1noc(C)c1NC(=O)N1CCN(Cc2ccccc2)CC1
5	-6	COc1ccc(C2=Nn3c(nnc3-c3cc(C)[nH]n3)SC2)cc1
6	-7	O=C(O)C(C/C(=N/O)c1ccc(Br)cc1)P(=O)(c1ccccc1)c1ccccc1 (stereo not given)
7	-6	Cc1cc(=O)n2[nH]c(SCc3ccc(Cl)cc3)nc2n1
8	-2	O=C(CCl)Nc1ccccc1C(=O)Nc1ccc2c(c1)OCO2
9	16	Cc1ncc(C(=O)O)c(C(=O)O)c1N
10	2	O=C(NNc1nc2ccccc2s1)Nc1ccc(Cl)c(Cl)c1
11	5	CCOc1ccc(NC(=O)CC2C(=O)N(c3cccc(OC)c3)C(=O)N2CCOC)cc1 (stereo not given)
12	2	COc1cccc(C(=O)N2CCN(C3CCN(Cc4ccccc4)CC3)CC2)c1OC
13	-3	O=C(NCc1ccccc1Cl)c1cnccc1C(F)(F)F
14	-3	Cc1cc(=O)[nH]c(N/N=C/C(C)c2ccccc2)n1 (stereo not given)
15	-8	Cc1ccc(NC(c2ccccc2)c2nc3ccccc3[nH]c2=O)cc1 (stereo not given)
16	-3	Cc1ccc(S(=O)(=O)N(C)C)cc1NC(=O)C(C)OC(=O)/C=C/c1cccs1 (stereo not given)
17	-9	CCN(CC)CC(O)Cn1c(-c2cccc(Cl)c2)nc2cc(C)c(C)cc21 (stereo not given)
18	-1	O=C(Cn1nnc2ccccc2c1=O)N[C@@H](Cc1ccccc1)C(=O)O
19	-4	C/C(=N\Nc1ccc2nncn2n1)c1ccc(Cl)s1
20	5	CC(=O)Nc1nc(-c2ccc3c(c2)OCO3)cs1
21	3	COc1ccc(OCc2n(CC(=O)OC3CC(C)CCC3C(C)C)c3ccccc3[n+]2C)cc1 (stereo not given)
22	-1	COc1nccc(C(F)(F)F)c1C(=O)Nc1ccc(Cl)cc1
23	-23	O=[N+]([O-])c1cc([N+](=O)[O-])c2cccnc2c1O
24	-4	COc1ccc(OC)c(/C=N/n2c(-c3n[nH]c4c3CCC4)n[nH]c2=S)c1
25	-11	Cc1ccc(C(=O)Nc2cccc(S(=O)(=O)N3CCOCC3)c2)cc1[N+](=O)[O-]
26	-3	CC(C)NC(=O)C(=O)NCc1ccccn1
27	-11	Cc1cc(NCc2cccnc2)no1
28	2	Cn1c(=S)n(/N=C/c2cccs2)c2ccccc21
29	2	N#C/C(=N\Nc1ccc(F)cc1)C(=O)C1CC1
30	-10	CN1c2ccccc2C(=O)/C(=C\Nc2ncccn2)S1(=O)=O

3 records drawn at random from those above, as already listed:
item	S1P3 antag	mol
17	-9	CCN(CC)CC(O)Cn1c(-c2cccc(Cl)c2)nc2cc(C)c(C)cc21 (stereo not given)
19	-4	C/C(=N\Nc1ccc2nncn2n1)c1ccc(Cl)s1
27	-11	Cc1cc(NCc2cccnc2)no1

Sorted by formula weight (rising): 4 of the compounds above
item	S1P3 antag	mol
28	2	Cn1c(=S)n(/N=C/c2cccs2)c2ccccc21
8	-2	O=C(CCl)Nc1ccccc1C(=O)Nc1ccc2c(c1)OCO2
15	-8	Cc1ccc(NC(c2ccccc2)c2nc3ccccc3[nH]c2=O)cc1 (stereo not given)
21	3	COc1ccc(OCc2n(CC(=O)OC3CC(C)CCC3C(C)C)c3ccccc3[n+]2C)cc1 (stereo not given)

The main list resumes with the six entries that preceded the break.
item	S1P3 antag	mol
25	-11	Cc1ccc(C(=O)Nc2cccc(S(=O)(=O)N3CCOCC3)c2)cc1[N+](=O)[O-]
26	-3	CC(C)NC(=O)C(=O)NCc1ccccn1
27	-11	Cc1cc(NCc2cccnc2)no1
28	2	Cn1c(=S)n(/N=C/c2cccs2)c2ccccc21
29	2	N#C/C(=N\Nc1ccc(F)cc1)C(=O)C1CC1
30	-10	CN1c2ccccc2C(=O)/C(=C\Nc2ncccn2)S1(=O)=O
31	8	COc1ccc(N=C2SCC(c3ccc(C)cc3)=NN2CCO)cc1
32	1	O=C(Cn1c(=O)c2ccccc2n(CC(=O)N2CCCCC2)c1=O)N1CCCCC1
33	1	O=C(Cn1cnc2cc([N+](=O)[O-])ccc2c1=O)Nc1ccc(N2CCOCC2)cc1
34	1	COc1ccccc1-c1nc(COc2ccc(Cl)cc2Cl)no1
35	-17	CCCCCCCCCCCCS[C@H]1CS(=O)(=O)C[C@@H]1O
36	-3	COC(=O)C1(C(C[N+](=O)[O-])c2ccco2)C(=O)NCC1c1ccccc1 (stereo not given)
37	2	O=c1[nH]c(CSc2ncc(C(F)(F)F)cc2Cl)nc2cc(C(F)(F)F)ccc12
38	2	Cc1cc(=O)nc2c3ccccc3n(C(C)C(=O)Nc3cc(F)ccc3F)n12 (stereo not given)
39	5	Cc1onc(-c2c(F)cccc2Cl)c1C(=O)c1ccc(F)cc1
40	7	COCCNC(=O)c1cc(S(=O)(=O)N(C)c2ccccc2OC)ccc1C
41	-6	Cc1cc(NC(=O)NCC(F)(F)F)no1
42	0	CN(CCOc1ccccc1)CC(=O)Nc1ccc(S(=O)(=O)N2CCCC2)cc1
43	17	Cc1cc(C)c2[nH]c(C(=O)Nc3ccc4c(c3)OCO4)cc2c1
44	4	COC(=O)c1cc(N2CCNCC2)nc2ccccc12
45	-8	Cc1nn(C)c(N)c1[N+](=O)[O-]
46	-2	COc1ccc(CC(=O)NNC(=O)c2nn(Cc3ccccc3)c(=O)c3ccccc23)cc1OC
47	14	O=c1[nH]nc(-c2ccc(F)cc2)cc1Cc1cccs1
48	-13	COCCCN1C(=O)CS/C1=N\S(=O)(=O)c1ccccc1
49	1	CCCOc1ccc(S(=O)(=O)N2CCCC2)cc1[N+](=O)[O-]
50	4	COc1cccc(/C=N/Nc2ncnc3c2[nH]c2ccc(C)cc23)c1OC
51	6	COc1ccc(-c2c[n+](CC(=O)c3cccs3)c3n2CCC3)cc1
52	-23	CCC(C(=O)O)N1C(=O)/C(=C/C(C)=C/c2ccccc2)SC1=S (stereo not given)
53	-1	CCn1nc(C)c(Br)c1-c1nc(CS(=O)(=O)c2ccsc2)no1
54	0	Clc1cccc(Sc2ccc(-c3ccccn3)s2)c1
55	9	O=C(CNCc1ccco1)Nc1cccc(S(=O)(=O)N2CCCCC2)c1
56	-3	Nc1nc(-c2ccc([N+](=O)[O-])cc2)c(C(=O)Nc2ccc(Cl)cc2)s1
57	2	CC1CC(C#N)N(N(C)C)C1=C(C#N)C#N (stereo not given)
58	4	N=C1/C(=C/c2coc3ccccc3c2=O)C(=O)N=C2SC(c3ccco3)=NN12
59	7	CCOC(=O)C1(Cc2cccc(F)c2)CCN(CCCn2cccn2)CC1
60	0	Cc1nc(Sc2ccc(Br)cc2)c(C#N)c(C)c1[N+](=O)[O-]
61	-1	O=C(N/N=C/c1ccc([N+](=O)[O-])cc1)c1cc(C2CC2)nc2ccccc12
62	-4	Cn1cccc1CC(=O)N/N=C/c1ccc(C(C)(C)C)cc1
63	6	Cc1cccn2c(=O)c3cc(C#N)c(=NC(=O)c4ccco4)n(Cc4ccco4)c3nc12
64	-4	COC(=O)[C@H](Cc1ccccc1)NC(=O)N1CCCCC1
65	-2	Cc1ccc(Nc2ncc3c(n2)CC(C)CC3=O)c(C)c1 (stereo not given)
66	-3	O=C(NNC1=Nc2ccccc2SC1)c1cccc([N+](=O)[O-])c1
67	8	CCOc1cc(/C=N/Nc2nc(-c3cccs3)c(NC(C)=O)s2)ccc1O
68	3	C=CC[n+]1ccn(-c2nc3ccccc3nc2[N-]S(=O)(=O)c2cccs2)c1
69	5	Cc1[nH]c(=S)[nH]c(=O)c1CCC1OCCO1
70	6	O=C(Oc1ccc2c(c1)OCC2=O)c1ccc(Cl)cc1
71	14	C=CCN(c1ccccc1)S(=O)(=O)c1cccc2cccnc12
72	-24	Cc1noc(C)c1C(=O)OCC(=O)N1CCN(S(=O)(=O)c2ccc3ccccc3c2)CC1
73	-2	C=C(C)/C=N/NC(=S)Nc1ccc(S(=O)(=O)N2CCOCC2)cc1
74	-9	NNC(=O)c1csc(-c2ncc(C(F)(F)F)cc2Cl)n1
75	8	Cc1ccc(CCN2CC(C(=O)NCc3ccc4c(c3)OCO4)CC2=O)cc1 (stereo not given)
76	-12	Clc1ccc(SCNc2ccccc2Cl)cc1
77	8	CCn1c(SCC(=O)Nc2ccccc2)nc2nc3c(cc2c1=O)COC(C)(C)C3
78	-4	Cc1cc(-c2nnc3n2N=C(c2ccccc2)CS3)n[nH]1
79	-4	C/C(CC(=O)Nc1ccc(Cl)cn1)=N\NC(=O)Cc1cccs1
80	-8	O=[N+]([O-])c1ccc(CSc2nnc(Cc3ccccc3)o2)cc1
81	-4	c1ccc2cc(CNCc3cccc4ccccc34)ccc2c1
82	-2	S=c1[nH]c(-c2ccccc2)cn1/N=C/c1cccs1
83	-15	O=C(COc1ccc(Br)cc1)Nc1nnc(-c2cccnc2)s1
84	-5	NNC(=O)c1cc2cc(OC(F)(F)F)ccc2[nH]1
85	0	Cc1ccc(Nc2nc(N)c([N+](=O)[O-])c(NCCO)n2)cc1
86	3	CCOC(=O)C(=N/O)/C(C)=N/NC(=O)C(=O)Nc1cc(Cl)ccc1Cl
87	2	O=C1CC(NNc2nc3ccccc3s2)C(=O)N1c1ccc(F)cc1 (stereo not given)
88	-2	N#C/C(=C(/O)COC(=O)c1ccc(O)cc1)c1nc2ccccc2[nH]1
89	10	CCN(CC)CCNc1nc2nonc2nc1NCCN(CC)CC
90	-10	COC(=O)c1cc(CSC(=N)N)ccc1OCCC(C)C

The list goes on.
item	S1P3 antag	mol
91	6	COC(=O)CCCCCCCC(=O)Nc1nnc(C(F)(F)F)s1
92	8	O=C1N=C(N2CCN(Cc3ccccc3)CC2)S/C1=C/c1cccs1
93	-1	Cc1cc(-c2nc(C)c(-c3nnc(SCC(=O)Nc4ccccc4)n3C)s2)no1
94	-4	O=C(NC1C2CC3CC(C2)CC1C3)c1ccc(N2CCNCC2)c([N+](=O)[O-])c1 (stereo not given)
95	-15	Cn1cnc([N+](=O)[O-])c1Sc1nnc(-c2cccnc2)n1C
96	-4	COc1ccc(-c2cnc3n2CCCCC3)cc1
97	-15	O=S(=O)(CCNCc1cccs1)c1ccc(Cl)cc1
98	7	CC(C)(C)C(=O)OC/C(N)=N/OC(=O)c1ccc(Cl)cc1
99	3	COC(=O)c1ccc(S(=O)(=O)N2CCN(CCO)CC2)n1C
100	13	CC(C)S(=O)(=O)N1CCN(c2ccnc3cc(Cl)ccc23)CC1
101	7	CCCCCCCC(=O)OC(CN1CCCCCC1)CN1CCCC1=O (stereo not given)
102	10	Cc1nc(CNS(=O)(=O)c2cc([N+](=O)[O-])ccc2C)cs1
103	-1	COc1ccccc1C1CCN(c2ccc([N+](=O)[O-])cn2)CC1
104	11	COc1ccc(C(=O)CSc2nc3ncccc3[nH]2)cc1OC
105	-1	CCCCn1c(=N)n(CC(=O)c2ccc(OC)cc2)c2ccccc21
106	-14	Cc1cc(C)c(C)c(OCC(=O)O/N=C(\N)c2cccnc2)c1
107	12	Cc1cc(/C=C2\C(=N)N3N=CSC3=NC2=O)c(C)n1Cc1ccccc1
108	12	CC(C)(C)c1cc(C(=O)NNC(=O)Nc2ccccc2)n(Cc2ccccc2)n1
109	1	COc1ccc(NS(=O)(=O)c2cc(NC(=O)c3sccc3C)ccc2N2CCOCC2)cc1
110	5	O=P(OC1CCCCC1)(OC1CCCCC1)C(O)c1cccnc1 (stereo not given)
111	-3	CCOC(=O)c1c(O)c2cccc3c2n(c1=O)CC3
112	-4	C=C(C)C(=O)Oc1ccc(N2C(=O)CCC2=O)cc1
113	2	CCOC(=O)COc1ccc2c(=O)c(-c3ccc(OC)c(OC)c3)c(C(=O)OCC)oc2c1
114	-14	COC(=O)[C@H](CCSC)NC(=O)Nc1cc(OC)cc(OC)c1
115	8	CC1(C)CC(=O)C=C(NCCN2CCN(C(=S)NC3CCCCC3)CC2)C1
116	-2	COc1ccc(/C=N/Nc2nc3ccccc3[nH]2)c(OC)c1OC
117	-12	CP(=O)(Nc1cc(Cl)ccc1Cl)c1nc2c(s1)CCCC2 (stereo not given)
118	6	CCOC(=O)Cc1csc(NS(=O)(=O)c2ccc(C(F)(F)F)cc2)n1
119	8	C=CCn1c(=NC(=O)C2COc3ccccc3O2)sc2cccc(OC)c21 (stereo not given)
120	-1	Cc1cccc(-n2nnnc2-c2cnccc2C(F)(F)F)c1C

Among those listed so far, these have a tert-butyl group:
item	S1P3 antag	mol
62	-4	Cn1cccc1CC(=O)N/N=C/c1ccc(C(C)(C)C)cc1
98	7	CC(C)(C)C(=O)OC/C(N)=N/OC(=O)c1ccc(Cl)cc1
108	12	CC(C)(C)c1cc(C(=O)NNC(=O)Nc2ccccc2)n(Cc2ccccc2)n1

(next part)
item	S1P3 antag	mol
121	-6	NNC(=O)c1oc2nc(-c3ccccc3)cc(-c3ccco3)c2c1N
122	7	COc1ccc(CC(=O)NNC2=Nc3cccc4cccc2c34)cc1
123	-7	O=C(CCNC(=O)c1ccccc1Cl)Nc1cc(S(=O)(=O)N2CCOCC2)ccc1N1CCCC1
124	-3	CCOC(=O)c1cc(C#N)c(SCC(=O)OC)[nH]c1=O
125	17	CCN(CC)Cc1ccc(NC(=O)c2sc3cc(Cl)ccc3c2Cl)cc1
126	-5	COc1ccc2ccccc2c1CNC(=O)CC1C(=O)NCCN1CC(C)(C)C (stereo not given)
127	18	COc1ccc(C=C2c3ccccc3C(=O)c3ccccc32)c(OC)c1
128	-6	Oc1cccc(NC(=S)Nc2ccccc2)c1
129	-6	CCN(CC)c1c([N+](=O)[O-])c(=O)n(CC)c2ccccc12
130	-2	NS(=O)(=O)c1cc2c(cc1Cl)NC(CC1CCCC1)NS2(=O)=O (stereo not given)
131	-6	Cn1cc(S(=O)(=O)NC(c2ccccc2)c2ccccc2)c(=O)n(C)c1=O
132	18	CCCC1C2C(=O)N(c3cccc(C)c3)C(=O)C2ON1c1ccccc1 (stereo not given)
133	-14	CCN(CC)S(=O)(=O)c1cccc(N=Nc2c(O)c3ccccc3oc2=O)c1
134	-1	O=C(CN1c2ccccc2Sc2ccccc21)N/N=C/c1ccc(Cl)cc1

Source: PubChem (The Scripps Research Institute Molecular Screening Center)
